ABHD5 PLIN5 PPI: ABHD5-PLIN5 protein interaction inhibition. Q00G26+Q8WTS1. Split G. princeps luciferase complementation, luminescence, 4 h. inhibition, % at 4 µM. 0.78% of 360,000 active;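 active = inhibition above the mean inhibition across every tested compound plus 3 SD, cut at about 22% in these data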;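 note: 0% = DMSO only wells and the 100% control is not disclosed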
Glyco luc inh: N-linked glycosylation inhibition. D54 ERlucT glycosylation luciferase reporter, 24 h; percent of 100 nM tunicamycin response. reporter increase, % at 12.5 µM. 0.23% of 360,000 active;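 active = mean luciferase reporter signal, scaled so untreated is 0 and the glycosylation-blocking control 100, at or above a set limit in every replicate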;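 note: luciferase carries N-glycosylation sites so blocking glycosylation raises the light; 0% = median of neutral control wells and 100% = median of 100 nM tunicamycin wells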
TLR9-MyD88 block: blocks human TLR9 binding to MyD88 | 0.21% of 340,000 active | CHO BLA complementation TLR9-MyD88, CCF4 FRET ratio | AID 504734 | inhibition, % at 4.98 µM;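 active = inhibition above the mean over all tested compounds plus 3 SD, cut at about 21% in these data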;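 note: 0% = DMSO only wells and 100% = clavulanate BLA inhibitor control wells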
NOD2-RIPK2 inh: NOD2-RIPK2 protein interaction inhibition | CHO BLA complementation NOD2-RIPK2, CCF4 ratio | 0.38% of 360,000 active | inhibition, % at 4.98 µM | O43353; in the data active = inhibition above about 21%;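 note: 0% = vehicle only and 100% = reference blocker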
m5-HT2A agonist: activates the mouse 5-HT2A serotonin receptor; P35363; CHO-K1 mHTR2A beta-arrestin complementation, luminescence; percent of 30 µM serotonin response; activation, % at 7.6 µM; 0.66% of 360,000 active;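 active = activation above a run cutoff, the mean activation of all tested compounds plus 3 SD, cut at about 14% in these data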;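 note: 0% = plate median of compound wells and 100% = 30 µM serotonin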
MC4R barr agon: agonists of human melanocortin 4 receptor (MC4R) beta-arrestin; 0.98% of 360,000 active; P32245; activation, % at 8.9 µM; U2OS MC4R beta-arrestin complementation, luminescence; percent of melanotan II response, DMSO zero;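 active = activation above a per-plate cutoff, the mean activation of sample wells on that plate plus 3 SD, cut at about 8% in these data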
ABCB6 inh 2: inhibitors of human ABC transporter ABCB6; Q9NP58; fluorescence ratio to DMSO, % at 10 µM; K562-ABCB6 porphyrin accumulation, flow cytometry, 1 h; hits give low values; AID 602162; 0.19% of 360,000 active;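 active = fluorescence ratio to DMSO below 75%, the collection mean minus 3 SD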;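 note: signal is porphyrin accumulated inside mitochondria; 100% equals median channel fluorescence of DMSO control wells; lower ratio means ABCB6 inhibition with less porphyrin fluorescence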
Target sequence (Q9NP58 whole entry, looked up): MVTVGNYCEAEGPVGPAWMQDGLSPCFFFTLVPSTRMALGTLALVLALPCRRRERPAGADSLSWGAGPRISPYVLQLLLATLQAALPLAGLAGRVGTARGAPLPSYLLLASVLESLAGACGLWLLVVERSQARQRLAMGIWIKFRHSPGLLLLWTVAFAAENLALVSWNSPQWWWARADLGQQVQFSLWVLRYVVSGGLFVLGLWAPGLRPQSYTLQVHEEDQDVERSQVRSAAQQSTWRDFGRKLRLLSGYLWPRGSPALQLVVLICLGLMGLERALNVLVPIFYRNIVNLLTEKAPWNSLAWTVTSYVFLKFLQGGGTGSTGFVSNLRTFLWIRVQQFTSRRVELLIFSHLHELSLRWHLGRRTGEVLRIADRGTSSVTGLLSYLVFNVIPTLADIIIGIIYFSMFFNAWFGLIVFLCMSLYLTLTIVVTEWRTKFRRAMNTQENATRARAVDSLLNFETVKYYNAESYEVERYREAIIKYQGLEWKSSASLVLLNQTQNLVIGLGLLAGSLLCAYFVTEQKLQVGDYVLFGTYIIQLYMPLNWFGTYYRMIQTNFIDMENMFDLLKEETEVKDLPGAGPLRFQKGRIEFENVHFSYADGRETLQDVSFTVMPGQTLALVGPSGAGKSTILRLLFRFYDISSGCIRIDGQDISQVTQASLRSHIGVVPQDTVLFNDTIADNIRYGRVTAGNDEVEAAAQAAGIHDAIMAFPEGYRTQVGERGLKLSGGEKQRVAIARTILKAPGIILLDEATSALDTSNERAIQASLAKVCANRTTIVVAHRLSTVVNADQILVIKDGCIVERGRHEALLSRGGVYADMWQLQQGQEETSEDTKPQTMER
H9c2 protect: protects H9c2 cardiomyocytes from peroxide injury | H2O2 injury protection, ATPLite, 2 h | protection from H2O2 cell death, % at 20 µM | 0.63% of 360,000 active;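 active = compounds giving at least 50% protection of heart cells from peroxide-induced death in the single-dose screen, raw or plate-pattern-corrected value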;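 note: 0% = DMSO wells with peroxide and 100% = DMSO wells without peroxide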
SRC2 inh: human SRC2 (NCOA2) inhibition; Q15596; HEK293 GAL4-SRC2 luciferase reporter, luminescence; inhibition, % at 9 µM; 0.17% of 370,000 active; AID 651957;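 active = inhibition above the mean inhibition of all tested compounds plus 3 SD, set per campaign, cut at about 52% in these data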;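 note: 0% = DMSO treated cells and 100% = cells given Gossypol at 36 µM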
MC4R antag cAMP: antagonists of human melanocortin 4 receptor (MC4R) | P32245 | MC4R-expressing cells, MTII-stimulated cAMP, LANCE TR-FRET | inhibition, % at 6.5 µM | 0.48% of 360,000 active | AID 540295;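 active = inhibition above its plate's cutoff, the mean of tested wells on that plate plus 3 SD, cut at about 29% in these data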;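 note: 0% = Melanotan II alone and 100% = Melanotan II plus saturating MCL0020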
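Material: human MC4R-expressing U2OS cells. Probe or stimulus: Melanotan II challenge. Dosing: 6.5 µM single dose. Times: 30-min compound, 1-h challenge, 1-h detection, room temperature. Technique: TR-FRET with Eu-cAMP and labeled anti-cAMP, 671 nm. Replication: singlicate.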
The depositor's hits bear a star; x = no result given. Some of the compounds tested; the hit share may differ from the screen's.

SMILES	ABHD5 PLIN5 PPI	Glyco luc inh	TLR9-MyD88 block	NOD2-RIPK2 inh	m5-HT2A agonist	MC4R barr agon	ABCB6 inh 2	H9c2 protect	SRC2 inh	MC4R antag cAMP
CC(OC(=O)Cn1cnc2c1c(=O)n(C)c(=O)n2C)C(=O)NC1CCCCC1C (configuration not stated)	5	3	-5	1	10	-2.9	99	0	-8	11
O=C(Nc1ccc(NC(=O)c2ccc(Cl)c(S(=O)(=O)N3CCOCC3)c2)cc1)c1ccccc1	-2	0	-1	-10	2	2.6	94	5	21	1
Cc1ccc(Nc2nc3nonc3[nH]c2=O)cc1	-9	x	-10	-2	-2	-2.2	99	-10	-20	10
CCCCOC(=O)c1ccc(NC(=O)COC(=O)CSc2nc(C)cc(C)n2)cc1	-3	-4	7	12	-3	0.4	99	-4	-40	3
CC(=O)Nc1ccc(N2N=C(C)C(N=Nc3ccccc3)C2=O)cc1 (configuration not stated)	1	2	1	-2	-2	1.0	99	-4	-3	1
CCCCc1c(O)nc2sccn2c1=O	-1	1	2	-2	8	-1.0	106	6	-25	-6
O=C(OCn1nnc2ccccc2c1=O)c1ccc(N2CCOCC2)c([N+](=O)[O-])c1	7	0	4	-9	1	-1.5	92	-3	-36	3
COc1cccc(/C=C/C(=O)OCC(=O)NC2CCCCCCC2)c1	-1	-1	-16	7	2	1.5	100	8	9	1
O=C(CNC(=O)c1ccccc1)N=Nc1c(O)[nH]c2ccc(Br)cc12	0	2	-17	-3	7	-1.1	96	10	5	0
CCOC(=O)/C=C/c1ccc2c(c1)S(=O)(=O)N(c1cccc(OC)c1)[C@H]2CC(=O)OCC	-7	-1	4	2	0	-0.9	95	16	-4	5
CCCCCNC(=O)C(c1ccc(C(F)(F)F)cc1)n1c(=O)c(-c2ccco2)nc2ccccc21 (configuration not stated)	83*	x	x	-16	-1	x	x	x	-23	x
CCOC(=O)c1c(NC(=O)CC)sc(C(C)=O)c1C	0	0	-5	2	-1	-0.1	104	8	-11	11
CCCCC(CC(O)COCC(C)C)C(=O)NNC(=S)Nc1ccccc1 (configuration not stated)	0	0	-3	-3	-3	2.9	97	0	-8	27
C=CCNC(=S)Nc1ccc2nsnc2c1	3	3	10	-8	3	2.1	104	12	-15	-5
O=C(CSc1ncccn1)NC(=O)Cc1ccccc1	-3	2	-21	1	-1	-1.4	101	7	3	7
COc1ccc(CNC(=O)C2CCN(C(=O)[C@@H](CC(C)C)NC(=O)OC(C)(C)C)CC2)cc1	-7	1	-2	2	1	-1.2	99	8	-10	-1
CCCCN(C(=O)c1ccc(Cl)cc1)C1CC2CCC(C1)N2C (configuration not stated)	9	2	-11	-9	-3	1.0	89	-3	-11	-4
COCCN(C(=O)CSc1nnc(-c2ccccc2C)n1C)c1c(N)n(Cc2ccccc2)c(=O)[nH]c1=O	1	4	4	-13	-2	-0.2	99	2	-22	4
O=C(COC(=O)c1ccncc1)c1ccc(Cl)c(Cl)c1	-2	1	0	-1	1	-1.6	102	2	-25	7
C/C(=C(\C#N)C(=O)NC1CCCCC1)N(C)C	-4	-1	3	-9	6	-1.4	87	-6	-18	1
CCN(c1cccc(C)c1)c1nc2ccsc2c(=O)s1	-2	1	0	1	-3	1.8	86	-11	-7	-3
O=C(CSc1nnc(-c2cccs2)n1-c1ccccc1)N1CCCC1	7	0	-4	-2	2	-1.9	95	3	13	7
CN1CCN(S(=O)(=O)c2ccc(NC(=S)NC(=O)C(C)(C)C)cc2)CC1	1	3	10	17	-12	-4.8	130	-4	-19	15
CCn1c2ccccc2c2cc(NC(=O)C(C)C)ccc21	-2	6	3	-6	0	-3.9	98	4	17	13
CCOC(=O)c1ccc(N=Nc2c(C)[nH]n(-c3ccccc3)c2=O)cc1	0	3	-8	-2	4	-1.2	99	1	-2	-6

Next compounds follow:
SMILES	ABHD5 PLIN5 PPI	Glyco luc inh	TLR9-MyD88 block	NOD2-RIPK2 inh	m5-HT2A agonist	MC4R barr agon	ABCB6 inh 2	H9c2 protect	SRC2 inh	MC4R antag cAMP
COc1ccc(C(=O)OCC(=O)Nc2ccc(OC)c(S(=O)(=O)N3CCCCC3)c2)cc1[N+](=O)[O-]	1	3	-8	-22	9	0.8	98	-12	4	0
Clc1ccc(CN=C2Nc3ccccc3CS2)cc1	-6	-5	-3	8	-6	2.1	97	-7	-58	-2
Cc1cc(-n2nnc3ccccc32)nc2ccccc12	0	3	-4	-9	0	18*	105	6	-20	-3
Cc1cc(-c2n[nH]c(=S)n2/N=C/C=C/c2ccccc2)n[nH]1	-1	-2	7	-3	-2	-2.2	65*	14	-16	0
Cn1nnc2c(NCc3ccco3)nccc21	0	x	3	1	2	0.6	98	-4	-13	-1
COc1cc2cc(CN(Cc3cccnc3)C(=O)Nc3ccccc3F)c(=O)[nH]c2cc1OC	3	12	-2	9	2	-2.5	103	34	8	1
COc1ccc(S(=O)(=O)N2CN3CCN(C3)C2)cc1	7	1	-7	-12	-1	0.9	99	2	6	21
CCC(=O)c1ccc(OCC(=O)OCC(=O)Nc2cccc(S(=O)(=O)N3CCCC3)c2)cc1	-6	-1	2	-12	2	-1.8	101	1	2	7
COc1ccc2c(c1)c(C(=O)CN1CCC3(CC1)OCCO3)c(C)n2C	4	-1	4	2	-1	-1.1	104	5	-24	3
COC(=O)C1C(=O)N(S(=O)(=O)c2ccc([N+](=O)[O-])cc2)c2ccccc21 (configuration not stated)	-20	x	x	0	0	x	x	x	-4	x
CC1CCCN(C(=O)C2CCN(S(=O)(=O)c3cccc4cccnc34)CC2)C1 (configuration not stated)	2	0	5	-7	-3	0.3	108	1	-25	0
CCOc1ccc(N/C(C)=C\C(=O)c2ccc3c(c2)OCCO3)cc1	2	1	11	-15	-2	-0.7	95	-12	-1	-3
CC(C)NC(=O)C1(C)CN(S(C)(=O)=O)CC(=O)N1CCOc1ccccc1 (configuration not stated)	-1	x	x	-7	-3	x	x	x	4	x
CC(C)=CCCC1(C)C=Cc2c(ccc3c2[nH]c2cc(O)c(C)cc23)O1 (configuration not stated)	-17	-10	15	-11	-1	1.6	95	-14	-2	3
CC(=O)Nc1ccc(-c2ccnc3c2CC(C)(C(=O)NCc2ccc(N(C)C)cc2)O3)cc1 (configuration not stated)	-2	2	x	-3	-5	0.0	98	-1	2	8
CCSc1nnc(NC(=O)c2nn(C(C)C)c(=O)c3ccccc23)s1	0	-2	-11	3	-3	-0.2	95	18	11	-2
Cc1cc(N2C(=O)c3ccc(C(=O)Nc4ccc(O)cc4C(=O)O)cc3C2=O)no1	3	1	15	-5	2	-2.2	95	3	-4	6
CCOC(=O)c1sc2cc([N+](=O)[O-])cc(SCC(=O)OC)c2c1N	6	2	1	-6	-3	-3.1	171	4	0	15
CCOc1ccc2nc(N(CCN(CC)CC)C(=O)c3cccc([N+](=O)[O-])c3)sc2c1	-1	-1	16	1	-5	0.2	90	-4	-27	9
CCOc1ccc(/C=C/C2=Cc3c(sc(NC(=O)CSc4n[nH]c(N)n4)c3C#N)C(C)(C)C2)cc1	6	4	-1	14	-2	-1.1	180	-6	19	-22
NNc1ncnc2c1cnn2-c1ccccc1	2	-1	-7	5	7	-0.3	96	15	-49	6
Cc1ccc(S(=O)(=O)NN2C(=O)c3ccccc3NC2c2ccccc2O)cc1 (configuration not stated)	5	1	x	-4	-4	-2.3	100	5	-2	8
Cc1ccc(N=Cc2ccc[nH]2)c(O)c1	2	7	2	2	0	-1.8	114	-11	-31	-2
COc1cccc(CN(CC(=O)NC2CCCC2)C(=O)c2csnn2)c1	-5	1	2	-9	2	-1.3	99	2	-21	-1
Cc1cccc2sc(=S)[nH]c12	-5	0	x	-11	1	x	99	-8	-21	x

The list goes on.
SMILES	ABHD5 PLIN5 PPI	Glyco luc inh	TLR9-MyD88 block	NOD2-RIPK2 inh	m5-HT2A agonist	MC4R barr agon	ABCB6 inh 2	H9c2 protect	SRC2 inh	MC4R antag cAMP
CC(=O)Oc1ccc2nc(-c3ccc(Br)o3)oc(=O)c2c1	-8	-1	-7	-6	-4	1.4	104	1	-2	32*
CC(C)CC1c2[nH]c3ccccc3c2CCN1C(=O)C1CCOCC1 (configuration not stated)	-3	0	7	0	-3	-1.2	101	3	14	21
CCOc1ccccc1OCCC(=O)OCC(=O)c1ccc[nH]1	-5	1	-10	2	0	-0.6	99	4	13	2
CCOCCCN(C(=O)c1snc(C(N)=O)c1N)C(C(=O)NC1CCCC1)c1ccc(O)c(OC)c1 (configuration not stated)	0	1	6	0	3	1.9	92	1	8	7
CCN(C(=O)CSc1nnc(C)n1-c1ccccc1)C1CCS(=O)(=O)C1 (configuration not stated)	-2	3	-5	0	2	1.2	94	3	9	4
Cc1cccc(C)c1NC(=O)C1(C)CSCC(=O)N1CCc1c[nH]c2ccccc12 (configuration not stated)	-13	x	x	-4	-5	x	x	x	14	x
O=C(O)c1c[nH]ccc1=O	-5	3	-9	-2	0	0.4	93	10	3	-6
O=C(c1ccc(COc2ccccc2Br)cc1)N1CCCCCC1	-5	4	5	1	-4	-2.6	114	-25	-29	-9

Structural class, the compounds so far containing two or more sulfur atoms.
SMILES	ABHD5 PLIN5 PPI	Glyco luc inh	TLR9-MyD88 block	NOD2-RIPK2 inh	m5-HT2A agonist	MC4R barr agon	ABCB6 inh 2	H9c2 protect	SRC2 inh	MC4R antag cAMP
C=CCNC(=S)Nc1ccc2nsnc2c1	3	3	10	-8	3	2.1	104	12	-15	-5
CCN(c1cccc(C)c1)c1nc2ccsc2c(=O)s1	-2	1	0	1	-3	1.8	86	-11	-7	-3
O=C(CSc1nnc(-c2cccs2)n1-c1ccccc1)N1CCCC1	7	0	-4	-2	2	-1.9	95	3	13	7
CN1CCN(S(=O)(=O)c2ccc(NC(=S)NC(=O)C(C)(C)C)cc2)CC1	1	3	10	17	-12	-4.8	130	-4	-19	15
CCSc1nnc(NC(=O)c2nn(C(C)C)c(=O)c3ccccc23)s1	0	-2	-11	3	-3	-0.2	95	18	11	-2
CCOC(=O)c1sc2cc([N+](=O)[O-])cc(SCC(=O)OC)c2c1N	6	2	1	-6	-3	-3.1	171	4	0	15
CCOc1ccc(/C=C/C2=Cc3c(sc(NC(=O)CSc4n[nH]c(N)n4)c3C#N)C(C)(C)C2)cc1	6	4	-1	14	-2	-1.1	180	-6	19	-22
Cc1cccc2sc(=S)[nH]c12	-5	0	x	-11	1	x	99	-8	-21	x
CCN(C(=O)CSc1nnc(C)n1-c1ccccc1)C1CCS(=O)(=O)C1 (configuration not stated)	-2	3	-5	0	2	1.2	94	3	9	4

Screens as filed in PubChem.
